Assay outcomes from PubChem.
G9a inh: qHTS Assay for Inhibitors of Histone Lysine Methyltransferase G9a. G9a H3K9 monomethylation, AlphaScreen, 2 h. hit rate 8.8% among 350,000. Histone-lysine N-methyltransferase EHMT2 (Homo sapiens), Q96KQ7. Potency, µM (titrated, usually from 102 µM), for the others: top-dose activity, negative = inhibition, hits mostly inhibitors; also: % is scaled to controls: 0 for no effect and ±100 for the full control effect; nearly all actives have a fitted effect of over 75% in size
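Enzyme 20 nM + cpd, 15 min RT; add b-H3K9 pep 500 nM / SAM 20 uM; 2 h RT; anti-H3K9me1 Ab 0.5 ug/mL + SA donor / anti-rabbit acceptor beads 20 ug/mL each, 10 min; AlphaScreen read.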
PGK inhibitor: qHTS Assay to Find Inhibitors of Phosphoglycerate Kinase; Phosphoglycerate kinase, glycosomal (Trypanosoma brucei brucei), P07378; PGK/GAPDH coupled, Kinase-Glo luminescence, 60 min; Potency, µM (doses to about 57.5 µM), inactives show at the highest dose activity change, negative = inhibition, usual class: inhibitors; hit rate 0.043% among 380,000; AID 602233, 2012; also: % is scaled to controls: 0 for no effect and ±100 for the full control effect; nearly all actives have a fitted effect of over 60% in size
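Recombinant glycosomal PGK reaction used 1,3-bisphosphoglycerate generated in-well by GAPDH (100nM final) in 100mM TEA pH 7.6, 5mM MgCl2, 0.01% Tween-20. After 60 minutes at room temperature, ATP was read by Kinase-Glo Plus luminescence end-point.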
HP1b binding inh: HTS for Inhibitors of HP1-beta Chromodomain Interactions with Methylated Histone Tails. AlphaScreen HP1-beta / biotin-H3K9me3 peptide binding. Potency, µM (top dose mostly 114 µM), for the others: top-dose activity change, negative = inhibition, usual class: inhibitors. hit rate 0.56% among 390,000; also: nearly all actives have a fitted effect of over 70% in size; inactives centre near 23
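Compound inhibition of the preformed complex between 50 nM HP1-beta and 50 nM biotinylated H3K9me3 peptide was read by AlphaScreen. Buffer was PBS pH 7.4 with 0.01% Tween-20. Incubations ran 30 min at room temperature, with 10 ug/mL donor/acceptor beads.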
Pin1 inh: qHTS Assay to Find Inhibitors of Pin1. Peptidyl-prolyl cis-trans isomerase NIMA-interacting 1 (Homo sapiens), Q13526. Pin1 FP peptide displacement, HiFluor488, 10 min. Potency, µM (doses to about 115 µM), inactives show top-dose activity, negative = inhibition, actives largely listed as inhibitors. hit rate 0.009% among 390,000. AID 504891, 2011; active = well fitted inhibition curve with a large enough effect in the polarisation, with a control signal flat, not every such curve was filed as active; inconclusive = small, poorly fitted or top-dose-only effect, or effect the other way, or a change in a side signal; inactive = no such curve, though single readings can be large or run the other way; the % refers to the polarisation; also: % is scaled to controls: 0 for no effect and ±100 for the full control effect
BAZ2B inh: qHTS Assay for Inhibitors of BAZ2B. Potency, µM (titrated, usually from 114 µM), inactives show at the top dose activity change, negative = inhibition, actives largely listed as inhibitors. Bromodomain adjacent to zinc finger domain protein 2B (Homo sapiens), Q9UIF8. hit rate 4.4% among 360,000. AlphaScreen BAZ2B-H3K14Ac peptide displacement; also: % is scaled to controls: 0 for no effect and ±100 for the full control effect; nearly all actives have a fitted effect of over 60% in size
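BAZ2B (50 nM) with biotin-H3(5-23)K14Ac peptide (50 nM) in PBS pH 7.4, 0.01% Tween-20, preformed 30 min, then compound 30 min at room temperature; top concentration 110uM. AlphaScreen streptavidin donor/nickel chelate acceptor beads (10 ug/mL final), 20 min dark, signal read.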
GLS inh: qHTS for Inhibitors of Glutaminase (GLS) | GLS enzymatic activity, qHTS titration | Potency, µM (highest dose often 45.5 µM), without a hit: top-dose activity change, negative = inhibition, usual class: inhibitors | hit rate 0.21% among 410,000 | AID 624170, 2012; also: % is scaled to controls: 0 for no effect and ±100 for the full control effect
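Human kidney-isoform GLS in 45 mM KH2PO4 pH 8.2, 0.02% Tween-20, with compound, started with 1mM L-Glutamine (added stock). Glutamate oxidase/HRP/Amplex red coupled fluorescence read at start and after 30 min at RT.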
BLM helicase inh: qHTS Assay for Inhibitors of Bloom's syndrome helicase (BLM). AID 2528, 2010. recombinant BLM DNA unwinding, fluorescence dequenching. hit rate 0.2% among 350,000. Potency, µM (titrated, usually from 56.1 µM), without a hit: at the top dose activity change, negative = inhibition, hits mostly inhibitors;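 also: plate controls were vehicle for no effect and no enzyme for full effect; nearly all actives have a fitted effect of over 35% in size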
JMJD2A Tudor inh: qHTS Assay for Inhibitors of JMJD2A-Tudor Domain | Lysine-specific demethylase 4A (Homo sapiens), O75164 | AlphaScreen JMJD2A-Tudor / H3K4me3 peptide binding | Potency, µM (titrated, usually from 114 µM), inactives show at the top dose activity change, negative = inhibition, usual class: inhibitors | hit rate 4.4% among 390,000 | AID 504339, 2011; also: % is scaled to controls: 0 for no effect and ±100 for the full control effect; nearly all actives have a fitted effect of over 50% in size
Target sequence (O75164 whole entry, looked up, the tested form may be a part): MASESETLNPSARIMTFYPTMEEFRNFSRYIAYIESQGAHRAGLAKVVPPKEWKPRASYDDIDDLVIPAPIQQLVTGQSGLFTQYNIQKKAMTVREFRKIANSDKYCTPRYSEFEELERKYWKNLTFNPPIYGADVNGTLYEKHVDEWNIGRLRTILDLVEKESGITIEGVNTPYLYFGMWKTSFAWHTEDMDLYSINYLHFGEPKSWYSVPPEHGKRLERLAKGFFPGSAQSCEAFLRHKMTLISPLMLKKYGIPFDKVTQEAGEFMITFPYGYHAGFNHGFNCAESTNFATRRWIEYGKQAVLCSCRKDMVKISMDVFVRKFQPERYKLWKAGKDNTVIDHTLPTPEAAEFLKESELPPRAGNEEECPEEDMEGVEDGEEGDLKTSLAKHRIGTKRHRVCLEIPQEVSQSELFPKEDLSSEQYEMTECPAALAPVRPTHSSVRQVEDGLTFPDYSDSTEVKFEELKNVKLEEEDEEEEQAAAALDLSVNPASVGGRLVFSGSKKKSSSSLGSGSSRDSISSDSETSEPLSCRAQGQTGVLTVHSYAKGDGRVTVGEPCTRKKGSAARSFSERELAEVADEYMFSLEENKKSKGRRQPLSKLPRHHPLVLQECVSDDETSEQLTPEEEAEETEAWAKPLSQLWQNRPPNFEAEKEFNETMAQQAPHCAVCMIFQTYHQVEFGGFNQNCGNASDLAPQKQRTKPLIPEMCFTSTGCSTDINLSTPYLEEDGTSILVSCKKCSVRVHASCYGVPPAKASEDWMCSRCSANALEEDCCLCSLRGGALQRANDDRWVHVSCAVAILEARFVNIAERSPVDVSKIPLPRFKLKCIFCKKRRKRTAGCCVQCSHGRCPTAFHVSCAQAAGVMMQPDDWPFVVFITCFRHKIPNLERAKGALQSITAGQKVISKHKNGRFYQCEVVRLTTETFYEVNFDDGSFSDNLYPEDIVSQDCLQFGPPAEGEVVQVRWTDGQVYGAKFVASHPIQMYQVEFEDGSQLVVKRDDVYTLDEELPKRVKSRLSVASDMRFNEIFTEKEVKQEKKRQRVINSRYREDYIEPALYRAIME
POLI inh: qHTS for Inhibitors of Polymerase Iota. DNA polymerase iota (Homo sapiens), Q9UNA4. Pol iota fluorescent replication assay, 10 min. Potency, µM (highest dose often 115 µM), inactives show top-dose activity, negative = inhibition, actives largely listed as inhibitors. hit rate 1% among 390,000. AID 588590, 2011
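Pol iota at 10 nM preincubated 15 min with compounds at room temperature; reaction started with fluorescent substrate, 50 nM final. Fluorescence read kinetically at 0 and 10 min; buffer-only wells as negative control.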
An asterisk follows results filed as active; i = inactive; ? = inconclusive; . = not tested or not shown; & = joins results of further samples; ! = not active in a repeat; [ ] = another dose, or the depositor's remark. Unless noted, calls follow the shape of the dose curve; as a rule, active = well fitted curve in the direction sought with a large enough effect; inconclusive = small, poorly fitted or top-dose-only effect, or another doubt; inactive = no such curve, though single readings can be large; an effect the other way counts as inactive or inconclusive. Potency is read from the fitted curve at half-maximal effect. Not all compounds are listed; count on the stated rates, not on these rows.

Start of the listing, in advance:
G9a inh | PGK inhibitor | HP1b binding inh | Pin1 inh | BAZ2B inh | GLS inh | BLM helicase inh | JMJD2A Tudor inh | compound | POLI inh
-18%[59 µM] | 2% | 16% | 8% | . | 8% | -1% | -5% | CCN(C(=O)Cn1ncc2c(=O)oc3ccccc3c21)c1ccccc1F | -6%
7.9µM* | -15% | ? | -6% | ? | -10% | -18% | ? | CCCN1C(=O)/C(=C\C=C2/C=CN(CC)c3ccccc32)SC1=S | 49%[activator]

The whole of this part, previewed entries included:
G9a inh | PGK inhibitor | HP1b binding inh | Pin1 inh | BAZ2B inh | GLS inh | BLM helicase inh | JMJD2A Tudor inh | compound | POLI inh
-18%[59 µM] | 2% | 16% | 8% | . | 8% | -1% | -5% | CCN(C(=O)Cn1ncc2c(=O)oc3ccccc3c21)c1ccccc1F | -6%
7.9µM* | -15% | ? | -6% | ? | -10% | -18% | ? | CCCN1C(=O)/C(=C\C=C2/C=CN(CC)c3ccccc32)SC1=S | 49%[activator]
-42%[59 µM] | -10% | 16% | 0% | 6% | -1% | 3% | -12% | O=c1cnnc(SCCc2ccccc2)[nH]1 | 8%
. | -9% | 14% | -1% | . | -5% | . | -9% | O=C(N/N=C/c1ccccc1)c1ccc(N2CCCC2=O)cc1 | -19%
. | -4% | 46%[activator] | 1% | -4% | 1% | -7% | 1% | CC(C)CCC(C(=O)O)C(C)CC(=O)Nc1ccn(-c2ccccc2)n1 (stereo not given) | 16%
-3%[59 µM] | -2% | 59%[activator] | 1% | 1% | 1% | . | 5% | CC(Sc1nc(N)cc(=O)[nH]1)C(=O)NNC(=O)c1cccc(Cl)c1 (stereo not given) | -10%
-20%[59 µM] | 8% | 20% | -2% | 0% | 6% | -4% | 0% | CC1CCCCC1NC(=O)COC(=O)c1ccc(N(C)C)cc1 (stereo not given) | 20%
-1%[59 µM] | 5% | -7% | 5% | 10% | 5% | -7% | -18% | CCCn1c(C)cc(C(=O)COc2ccc(S(=O)(=O)N(CC)CC)cc2[N+](=O)[O-])c1C | 176%[activator]
45µM* | 2% | -24% | 20% | -38%[57.1 µM] | 16% | -8% | 40µM* | Cc1ccc(-c2csc(N3CCN(c4cc5c(cc4Cl)nc(C)n5CCN4CCCCC4)CC3)n2)cc1 | -3%
-3%[59 µM] | -8% | 9% | 3% | -19% | 1% | -1% | -16% | Cc1cc(=O)oc2c(C)c(OCC(=O)NC3CCN(Cc4ccccc4)CC3)ccc12 | -7%
1%[59 µM] | i | 38% | 10% | 3% | -3% | -1% | 2% | CCC(C(=O)OC)n1cnc2c(cnn2-c2ccc(F)cc2)c1=O (stereo not given) | 45%[activator]
8%[59 µM] | i | 33% | 0% | 8% | 26% | . | -13% | CCOc1cc(N2CCOCC2)c(OCC)cc1NC(=O)CSc1nc(N)cc(=O)[nH]1 | 15%
11%[59 µM] | 8% | 36% | 9% | -2% | 5% | -11% | -2% | Cc1cc(C(=O)N(C)Cc2ccc(Br)cc2)no1 | 8%
. | -3% | 40%[activator] | -1% | ? | -1% | -3% | -17% | COc1cc(CNC2CCCCCCC2)cc(Cl)c1OCC(N)=O | -7%
? | 7% | 15% | 9% | . | -1% | -10% | -28% | CCOC(=O)C1=C(CN(CC)Cc2ccccc2)NC(=O)NC1c1ccc(OC(C)C)cc1 (stereo not given) | -19%
? | -3% | 62%[activator] | 20% | -4% | -9% | . | -8% | C=C[C@@H]1c2ccccc2N(S(=O)(=O)c2ccc(C)cc2)[C@H](c2ccc(C(F)(F)F)cc2)C1(C#N)C#N | 15%&40%
? | 0% | -21% | ? | ? | 23% | -5% | ? | COc1ccccc1CNC(=O)[C@H](C)N1C(=O)N2CCc3c([nH]c4ccccc34)[C@@]2(C)C1=O | ?
-8%[12.7 µM] | -2% | 3% | -3% | 1% | 15% | 0% | ? | c1ccc2oc(NC3=NCN(CC4CCCO4)CN3)nc2c1 (stereo not given) | -2%
? | -2% | 25% | -9% | ? | 0% | -13% | -21% | CC(C)C(=O)Nc1ccc(NC(=O)CCc2ccccc2)cn1 | 73%[activator]
16% | i | 33% | 1% | -1% | 3% | -10% | -23% | O=c1[nH]c(SCc2ccccc2[N+](=O)[O-])nc2nc[nH]c12 | 18%
. | i | 14% | -10% | . | 17% | . | -23% | O=C(COC(=O)Cc1c[nH]c2ccccc12)Nc1ccccc1C(F)(F)F | 16%
10% | i | 30% | -3% | -5% | -1% | -2% | 2% | CCc1nnc(SCC(=O)Nc2ccc(F)cc2)o1 | 36%[activator]
. | 0% | 17%[57 µM] | 1% | . | -4% | . | -12% | O=C(COC(=O)/C=C/c1ccccc1)NC(=O)NC1CCCCC1 | 45%[activator]
-19% | -9% | 23% | 1% | 32% | 3% | . | -5% | CCOc1ccc(NC(=O)COc2coc(CN3CCc4ccccc4C3)cc2=O)cc1 | 13%
24%[59 µM] | i | 31% | -2% | -2% | 3% | -2% | -6%[57.1 µM] | COc1cccc(NC(=S)N2CCN(Cc3ccccc3)CC2)c1 | 13%
50µM* | -17% | ? | ? | 45µM* | 0% | 35%[activator] | 45µM* | CC(C)c1ccc(N2C(=O)/C(=C/N(C)C)SC2=S)cc1 | 7.9µM*
-11%[12.7 µM] | -2% | -3% | 5% | ? | -8% | -26% | -12%[11.4 µM] | COc1cc2c(cc1OC)-c1cc(Nc3ccc4c(c3)OCCO4)nc(=O)n1CC2 | 35%[activator]
. | -10% | 29% | 0% | . | 7% | . | -11% | c1ccc(-c2ncnc3ccccc23)cc1 | 19%
-4%[59 µM] | -5% | 14% | 15% | 6% | 2% | -7% | -15% | CCOC(=O)N1CCN(C(=O)CSCC(=O)Nc2nc(-c3ccc(-c4ccccc4)cc3)cs2)CC1 | -5%
. | 7% | 27% | 6% | . | -2% | . | -5% | CC(C)(C)CC(=O)Nc1ccc(S(=O)(=O)NC2=NCCCCC2)cc1 | 81%[activator]
. | -6% | 12% | 4% | ? | -7% | -10% | ? | CN(C)c1ccc(/C=N\NC(=O)c2cccc3cc[nH]c23)cc1 | -23%
22% | -2% | 48%[activator] | -8% | 1% | -5% | 0% | -12% | CCc1ccccc1NC(=O)NC1CCCCCCC1 | 50%[activator]
-3%[59 µM] | -1% | 21% | 0% | -2% | 1% | -3% | -4% | COC(=O)c1ccc(OCCn2cnc3ccccc3c2=O)cc1 | 30%[activator]
18%[2.33 µM] | -2% | 50%[activator] | -3% | 6% | 13% | . | 29% | Cc1ccc(C2=CC(=O)C[C@H](c3ccc(Cl)cc3)C2)cc1 | -5%
. | -1% | 14% | 3% | -6% | -9% | 6% | -20% | Cc1cccc(NC(=S)NCc2ccccc2)c1C | 119%[activator]
-17%[59 µM] | -17% | 9%&-1% | 10%&0% | 56µM* | ? | 22µM*! | 56µM* | COc1ccc(C(CC(=O)N2CCOCC2)c2c(OC)cc(OC)c3c(-c4ccccc4)cc(=O)oc23)cc1 (stereo not given) | 71µM*
11% | 1% | 26% | -4% | -22% | -15% | 1% | -8% | CCOc1ccc(NC(=O)CC2C(=O)N(CC)C(=S)N2NC(=O)c2ccncc2)cc1 (stereo not given) | 166%[activator]
19% | -4% | 43%[activator] | -6% | -11% | 3% | 2% | -21% | COc1cccc(CNC(=O)C(C)n2nc(C)n3c(cc4occc43)c2=O)c1 (stereo not given) | 53%[activator]
3%[59 µM] | 1% | 18% | 0% | 2% | 30% | -2% | ? | N#C/C(=C(/O)CSc1ccccc1C(=O)O)c1nc2ccccc2s1 | 5%
. | -17% | 23% | 3% | . | 3% | . | -8% | O=C(O)C(=Cc1cccc([N+](=O)[O-])c1)c1ccc(Cl)cc1 | 41%[activator]
-47%[12.7 µM] | -7% | 22% | 30% | -8% | 5% | -9% | -16% | O=C(Cn1c(=O)c2c(ncn2C2CCCC2)n(Cc2ccccc2)c1=O)N1CCc2ccccc21 | 5%
? | 4% | 33% | 5% | -2% | 12% | . | -22% | COc1cc(OC)cc(-c2nnc(NC(=O)CCS(=O)(=O)c3ccccc3)o2)c1 | 18%
14%[0.0925 µM] | -1% | 17% | 9% | ? | 22% | -2% | -15% | CC(=O)c1c(C)nc(-c2ccccc2)n1O | 11%
-7%[59 µM] | -9% | 12% | 8% | 11% | -1% | 0% | -4%[57.1 µM] | COc1cc(OC)c(-c2cc(C(=O)O)ccc2OC)c(OC)c1 | 9%
-6%[59 µM] | 0% | 23% | -3% | -2% | 5% | 3% | 8% | Cc1cc(C)n(CC2CC(=O)N(c3cc(Cl)cc(Cl)c3)C2=O)n1 (stereo not given) | 13%
7%[59 µM] | 4% | 42%[activator] | -2% | 3% | -2% | -3% | 1% | CCN(Cc1cnn(C)c1)C(=O)c1cc(COc2ccc(F)cc2F)on1 | 10%
5%[59 µM] | -8% | 45%[activator] | -5% | 0% | 9% | 0% | -6% | O=C(c1cc2ccccc2oc1=O)N(Cc1cccc(Cl)c1)C1CCS(=O)(=O)C1 (stereo not given) | 2%
8%[59 µM] | 11% | 46%[activator] | -12% | 7%[57.1 µM] | -6% | -2% | -19% | Cc1ccc(-n2ncc(C(=O)NCc3ccccn3)c2C2CCN(C(=O)OC(C)(C)C)CC2)cc1C | -3%
